Bioassay records from PubChem.
PolyA inhibitor: yeast polyadenylation inhibition. calls only at 12 µM. 300,000 compounds, 0.02% hits. S. cerevisiae SKY197-pL101 polyadenylation reporter, beta-gal luminescence; efflux-impaired pdr1/pdr3 knockout yeast; score 100 = 6 SD above DMSO;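 active means lowest replicate activity score at least 50, where 100 means six control SD above control mean; inconclusive means lowest score under 50 but half or more replicates reach 50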;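 further: yeast exposed to compound for 9 h at 30 °C; higher score means more reporter readthrough which indicates perturbed polyadenylation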
DYRK1A inh: inhibitors of rat Dyrk1A kinase. ADP-Glo luminescence, NFATc1 peptide. inhibition, % at 12.5 µM. 310,000 compounds, 0.43% hits. Q63470; in the data active means inhibition above about 50%;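 further: plate controls were vehicle with enzyme for no effect and no enzyme for full effect; many of its hits are not listed in these tables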
GSK3B inh: blocks human GSK3beta kinase activity. GST-GSK3beta kinase, ADP-Glo luminescence, 60 min; hits give low values. activity score (negative = inhibition), % at 10 µM. 300,000 compounds, 0.038% hits;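 active means more than half of replicate wells score below -50%, meaning over 50% inhibition versus plate controls; inconclusive means some replicates but at most half score below -50%; inactive means no replicate scores below -50%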;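 further: 0% = median DMSO wells and -100% = median GW8510 positive control wells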
Target sequence (P49841 whole entry, looked up): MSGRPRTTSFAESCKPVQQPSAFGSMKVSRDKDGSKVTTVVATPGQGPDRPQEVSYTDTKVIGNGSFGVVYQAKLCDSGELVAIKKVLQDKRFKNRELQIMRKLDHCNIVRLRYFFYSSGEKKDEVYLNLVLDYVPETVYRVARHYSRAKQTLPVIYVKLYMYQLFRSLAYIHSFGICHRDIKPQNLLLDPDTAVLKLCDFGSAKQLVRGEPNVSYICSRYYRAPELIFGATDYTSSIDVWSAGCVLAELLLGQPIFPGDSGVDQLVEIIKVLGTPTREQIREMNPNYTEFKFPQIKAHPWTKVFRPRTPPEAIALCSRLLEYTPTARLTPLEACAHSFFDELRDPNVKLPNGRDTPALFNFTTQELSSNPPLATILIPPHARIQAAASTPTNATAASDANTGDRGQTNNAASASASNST
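Test system – GST-tagged human GSK3beta kinase, cell-free · Incubation – 60 min enzyme reaction, room temperature · Signal – ADP-Glo luminescence · Also added – peptide substrate and ATP at 25 µM · Controls – DMSO neutral wells and GW8510 at 20 µM as positive · Buffer or medium – Tris/MgCl2 kinase buffer · Measure – Luminescence-derived activity versus plate DMSO and GW8510 wells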
HSF1 inh: HSF1 inhibition | NIH3T3-HGL HSE-luciferase, MG132-induced, luminescence 8 h; hits give low values | activity change, negative = inhibition, % at 7.5 µM (by protocol) | 300,000 compounds, 0.77% hits | AID 2098;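 active means more than half of replicate wells show activity change below -50%, luminescence cut by over half; inconclusive means some wells, but at most half, below -50%; inactive means no replicate well below -50%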;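 further: luciferase reports HSF-1 transcriptional activity via heat shock element; 0% = median of DMSO wells and -100% = zero luminescence signal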
HSF-1 act: increases HSF-1 driven luciferase reporter signal; NIH3T3-HGL HSF-1 luciferase reporter, MG132, 8 h; 100% = twice DMSO control signal; activation, % at 9 µM; 300,000 compounds, 1.7% hits; AID 504408;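 active means mean replicate activation of at least 50% with a set share of replicates each reaching 50%; inconclusive means only one of those two conditions met; inactive means mean below 50% and too few replicates reaching it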;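 further: 0% = median of the neutral control wells and 100% = twice that signal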
GSK3 alpha inh: blocks human GSK-3 alpha kinase. P49840. ADP-Glo luminescence, 60 min. inhibition, % at 10 µM. 320,000 compounds, 0.1% hits. AID 2650;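 in the data active means inhibition above about 50%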;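 further: GST-tagged GSK-3 alpha with peptide substrate and 25 µM ATP; 0% = DMSO neutral wells and 100% = GW8510 positive control wells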
HSP90 inh: blocks HSP90-mediated luciferase refolding in reticulocyte lysate. Rabbit reticulocyte lysate, luciferase refolding luminescence, 3 h. inhibition, % at 5.6 µM. 290,000 compounds, 0.91% hits. AID 1789;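 active means inhibition above the screen-wide mean plus 3 SD, computed separately per campaign, cut at about 16% in these data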;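 further: 0% = DMSO wells and 100% = 60 µM geldanamycin wells; inhibitors lower the luminescence because luciferase stays unfolded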
AI-2 QS mod: modulators of Vibrio harveyi AI-2 quorum sensing system | Vibrio harveyi JMH597 AI-2 luminescence/OD600 ratio, 9 h; hits give low values; strain lacks LuxN and CqsS sensors; 0 = neutral-control median | activity change, % at 7.5 µM | 300,000 compounds, 0.4% hits | AID 2094; in the data active means activity change below about -75%, passing the limit was not always enough; inconclusive means no clear call, values can overlap the other calls;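 further: luminescence divided by OD600 gain over 9 h not by final OD600 alone; inactives centre near 13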
Platelet DG rel: platelet dense granule release activity | AID 1663 | 300,000 compounds, 0.22% hits | human platelet-rich plasma, SFLLRN dense granule ATP release, luminescence | inhibition, %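 (compounds screened at 7.5 µM in platelet-rich plasma)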;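 active means mean replicate score, as percent of positive control, at or above 50; inconclusive means mean below 50 but at least one replicate at or above 50; inactive means mean and every replicate below 50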
HDAC3 inh: blocks human histone deacetylase 3; recombinant HDAC3, fluorogenic peptide/trypsin coupled, fluorescence; 320,000 compounds, 0.15% hits; O15379; inhibition, % at 8.3 µM; AID 2718; in the data active means inhibition above about 26%, passing the limit was not always enough; inconclusive means no clear call, values can overlap the other calls
Target sequence (O15379 whole entry, looked up): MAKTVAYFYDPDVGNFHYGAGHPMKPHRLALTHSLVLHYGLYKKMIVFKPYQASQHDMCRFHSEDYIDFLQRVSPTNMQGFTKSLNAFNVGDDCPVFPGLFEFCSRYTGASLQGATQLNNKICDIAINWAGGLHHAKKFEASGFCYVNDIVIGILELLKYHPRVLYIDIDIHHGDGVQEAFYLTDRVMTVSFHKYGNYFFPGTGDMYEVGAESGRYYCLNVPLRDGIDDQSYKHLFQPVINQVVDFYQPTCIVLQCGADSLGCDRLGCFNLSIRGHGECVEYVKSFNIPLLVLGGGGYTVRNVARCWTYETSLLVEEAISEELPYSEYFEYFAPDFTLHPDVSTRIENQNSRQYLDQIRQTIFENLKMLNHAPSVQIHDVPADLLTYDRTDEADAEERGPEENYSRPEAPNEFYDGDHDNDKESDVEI
Starred values were filed as active, the others as inactive; i = inactive; u = inconclusive; x = not tested or not shown. Not all compounds are listed, so the mix of outcomes need not match the whole.

SMILES	PolyA inhibitor	DYRK1A inh	GSK3B inh	HSF1 inh	HSF-1 act	GSK3 alpha inh	HSP90 inh	AI-2 QS mod	Platelet DG rel	HDAC3 inh
O=C(Cc1nnc(NC(=O)c2ccccc2)s1)N/N=C/c1cccc(O)c1	i	0	0	1	3	-1	7	17	-2	-6
CN1CCc2c1nc1ccccc1c2N=C1CCCN1Cc1ccccc1	i	0	-2	-5	6	-1	1	25	2	7
Cc1ccc2nc(N3CCN(C(=O)c4ccco4)CC3)c3nncn3c2c1	i	-5	1	-2	10	0	-3	9	-3	-2
CC1(C)CC(=O)C=C(NCc2cccs2)C1	i	8	-21	3	-3	-2	9	11	6	-1
CCCCN(C)C(=O)c1cccc(OC2CCN(CC(C)(C)C)CC2)c1	i	x	-1	-5	-4	-3	2	20	6	-6
CCN(CC)CCCNC(=O)Cn1cnc2sc(C)c(S(=O)(=O)N3CCC(C)CC3)c2c1=O	i	4	x	-6	5	-2	0	x	2	2
CCOC(=O)c1c(NC(=O)c2ccc(N3C(=O)[C@@H]4[C@H](C3=O)[C@H]3C=C[C@@H]4C3)cc2)sc2c1CCCC2	i	1	-3	0	3	-2	-7	11	-14	2
O=C1OC(Nc2nc(-c3ccc(F)cc3)cs2)c2ccccc21 (centres undefined)	i	0	1	1	4	-2	-1	22	-7	2
CCOc1ccc(-c2csc(NC(=O)c3cccc(N4C(=O)CCC4=O)c3)n2)cc1	i	4	0	0	4	-1	1	-8	-6	-2
O=C(NNC(=S)NC(=O)c1ccccc1)c1cccc([N+](=O)[O-])c1	i	1	3	15	19	-2	0	18	-1	9
COc1cc(S(=O)(=O)n2cnc3ccccc32)ccc1Br	i	5	7	-4	-16	-4	-2	-1	0	-5
Clc1cccc(-c2ccc(/C=N/n3cnnc3)o2)c1Cl	i	-6	-2	-4	-7	1	0	20	-5	1
Oc1ccc(Nc2nc(-c3cccnc3)cs2)cc1	i	10	2	33	35	-2	-5	3	4	-1
CC(C)(C)CN1CCN(Cc2c[nH]c3ccccc23)CC1CCO (centres undefined)	i	x	-1	-5	-16	8	0	-4	-11	-1
COCCN(C(=O)COC(=O)CCOc1ccccc1C)c1c(N)n(Cc2ccccc2)c(=O)[nH]c1=O	i	-3	-2	10	-3	-2	x	8	26	-1
O=C(O)c1ccc(/C=N/N2CCN(Cc3ccccc3)CC2)cc1	i	0	0	x	x	3	-3	29	-1	-1
OC(CCN1CCCC1)(c1ccccc1)C1CCCCC1 (centres undefined)	i	12	1	2	14	0	1	37	1	11
CC1CC2(CCCCC2)Nc2c1ccc1ccccc21 (centres undefined)	i	2	-4	29	28	0	4	18	4	-6
CCOC(=O)N/N=C(\C)c1ccc(Oc2ncccn2)cc1	i	-3	3	-1	1	2	1	20	0	-6
O=C(Cc1cccc2ccccc12)N/N=C/c1ccc2cccc(O)c2n1	i	-7	-1	12	14	-2	-3	10	-7	8

Next section (two carried over from the part before).
SMILES	PolyA inhibitor	DYRK1A inh	GSK3B inh	HSF1 inh	HSF-1 act	GSK3 alpha inh	HSP90 inh	AI-2 QS mod	Platelet DG rel	HDAC3 inh
CCOC(=O)N/N=C(\C)c1ccc(Oc2ncccn2)cc1	i	-3	3	-1	1	2	1	20	0	-6
O=C(Cc1cccc2ccccc12)N/N=C/c1ccc2cccc(O)c2n1	i	-7	-1	12	14	-2	-3	10	-7	8
CCOCCCNC(=O)c1cc(=O)n(Cc2cccc(C)c2)c2ccccc12	i	0	5	2	-3	-4	-1	3	-9	-1
C/C(=N\NC(=O)Cc1ccc(Br)cc1)c1cccnc1	i	4	-2	-7	-8	-1	-4	22	-20	-11
CCC(C(=O)Nc1ccc(S(=O)(=O)N2CCN(C)CC2)cc1)c1ccccc1 (centres undefined)	i	14	0	2	-7	1	-2	38	-6	2
CCCCC(O)(CCCC)C(=O)N/N=C(\C)c1ccc(Cl)cc1	i	4	1	6	10	0	4	-2	-4	10
CCN(CC(=O)Nc1c(F)cccc1F)C(=O)C1CCC1	i	-4	1	-9	-5	3	x	41	-3	-1
N/C(=N\OC(=O)CCCOc1ccccc1)c1ccncc1	i	-7	-1	-9	12	0	-1	-15	-5	2
CC(C(=O)Nc1ccc(C#N)cc1)N(C)CC(=O)Nc1cccc(F)c1 (centres undefined)	i	1	5	-2	11	0	5	-3	-9	0
O=C(CSc1nnnn1-c1cccc2ccccc12)N1CCOCC1	i	-7	2	1	-10	-2	1	-5	2	2
CC1CC(=O)NN1C(=O)c1ccccc1 (centres undefined)	i	8	3	-5	-12	-8	6	-5	8	-4
CCc1nnc(NC(=O)c2ccc3c(=O)n4c(nc3c2)CCCCC4)s1	i	-5	-28	4	24	1	0	0	0	u
CC(C)=CCN1CCN(Cc2cnc(N3CCCC3)s2)CC1CCO (centres undefined)	i	-3	0	-11	-9	-2	2	17	5	0
CC(C)NC(=O)COC(=O)c1ccccc1C(=O)c1ccccc1	i	x	1	0	10	0	-4	14	-1	-1
CC1CCCCN1Cc1c(C#N)c2ccccc2n1C (centres undefined)	i	12	0	-1	1	-1	5	28	-3	-2
O=C(CSc1nc(=O)n2ccccc2n1)NCCc1ccccc1	i	-1	1	-2	-1	0	x	17	2	0
Cc1ccc(C(=O)Nc2ccc3c(c2)OCO3)cc1NC(=O)c1ccco1	i	-4	2	4	10	1	0	12	-1	2
CCCN(CC(=O)Nc1ccccc1C)C(=O)c1ccc2ccccc2n1	i	12	3	-8	-3	1	x	12	-7	-1
CCOC(=O)c1ccc(N=c2sc(C(=O)OC)cc(=O)n2C2CC2)cc1	i	-6	0	1	-2	-2	0	11	-1	0
Nc1nc(-c2cc(Cl)cc(Cl)c2OC(F)F)cs1	i	x	-4	-7	2	0	0	-9	14	13
O=C1/C(=C/c2cccc(Cl)c2)CSc2sccc21	i	3	0	-3	-7	-5	2	5	-1	-3
CCC(C(=O)NC1CCCCC1)N(Cc1cccs1)C(=O)c1snc(C(N)=O)c1N (centres undefined)	i	-1	-2	-1	1	0	-2	32	-3	0
Cc1ccc(/C=N/NC(=O)CSc2nnc(-c3ccc(Cl)cc3)n2-c2ccc(Cl)cc2)o1	i	-4	1	15	29	3	5	-2	-6	11
CCOC(=O)C1=C(C)N=c2s/c(=C/c3ccc(OCC(=O)O)cc3)c(=O)n2C1c1ccc(SC)cc1 (centres undefined)	i	-3	0	9	-7	-1	-4	18	-2	4
Cc1ccc(CNC(=O)C2CC=CCC2C(=O)O)cc1 (centres undefined)	i	x	2	-1	-11	-3	2	26	3	-1
CCCCN1C(=O)C(C)=C(C)C1OCCc1ccc(OC)c(OC)c1 (centres undefined)	i	-4	2	-2	-14	-2	-7	8	12	-6
COC(=O)c1ccccc1S(=O)(=O)N1CCC(C(=O)OCc2cccc(OC)c2OC)CC1	i	-12	2	0	9	-4	x	-8	-6	-4
COc1ccc(Cl)cc1-c1n[nH]c(=S)n1Cc1ccccc1	i	x	2	3	8	-1	2	18	9	11
Fc1ccc(-c2n[nH]c(=S)n2-c2ccc3c(c2)OCCO3)cc1	i	2	1	-5	-5	2	-1	7	5	0
CCc1ccc(NS(=O)(=O)c2ccc3[nH]cc(C(=O)N(C)Cc4ccco4)c(=O)c3c2)cc1	i	x	-2	3	9	1	4	15	-7	3
Cc1c(C)n(C)c2ccc(C(=O)NCCCN3CCCC3)cc12	x	-4	-3	7	-11	0	4	6	5	-8
COc1ccc(-c2nnc(SCC(=O)c3ccc[nH]3)o2)cc1	i	4	2	19	42	-3	5	15	6	-1
COCCNC(=O)Cn1c(=O)n(Cc2ccco2)c(=O)c2ccccc21	i	2	-2	-12	3	4	-3	17	1	-2
CCN(CC)CCCN(C)C(=O)Cn1nc(Cc2ccncc2)c2ccccc2c1=O	i	-2	-3	1	4	-1	-3	1	7	-2

Part of the list above, reduced to PolyA inhibitor and HSP90 inh.
Structure	PolyA inhibitor	HSP90 inh
CCCCN1C(=O)C(C)=C(C)C1OCCc1ccc(OC)c(OC)c1 (centres undefined)	i	-7
COC(=O)c1ccccc1S(=O)(=O)N1CCC(C(=O)OCc2cccc(OC)c2OC)CC1	i	x
COc1ccc(Cl)cc1-c1n[nH]c(=S)n1Cc1ccccc1	i	2
